From PubChem
Wnt bcat act: Wnt/beta-catenin pathway activation; actives 1.2% (n = 300,000); activation, % at 9.35 µM; AID 743398; Wnt/beta-catenin reporter cell assay, activator, plate reader; in the data active = activation above about 30%, passing the limit was not always enough; inconclusive = no clear call, values can overlap the other calls;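 also: 0% = neutral control wells and 100% = positive control wells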
AddAB inh: less growth of phage-infected E. coli with AddAB; E. coli expressing H. pylori AddAB, absorbance growth; inhibition, % at 11.9 µM; actives 0.29% (n = 330,000); AID 435030; in the data active = inhibition above about 12%;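 also: 0% = vehicle wells of infected cells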
SR-BI HDL uptake: mouse SR-BI HDL lipid transfer inhibition; Q61009; ldlA[mSR-BI] CHO cells, DiI-HDL uptake fluorescence, 3 h; inhibition, % at 12.5 µM; actives 0.96% (n = 320,000);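 active = mean replicate inhibition of at least 70% and a set share of replicates each scoring 70 or more; inconclusive = meets just one of the two criteria; inactive = fails both criteria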;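 also: 0% = median of neutral control wells and 100% = median of positive control wells; values of inactives mirror those of a sister screen read the other way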
Target sequence (Q61009 whole entry, looked up): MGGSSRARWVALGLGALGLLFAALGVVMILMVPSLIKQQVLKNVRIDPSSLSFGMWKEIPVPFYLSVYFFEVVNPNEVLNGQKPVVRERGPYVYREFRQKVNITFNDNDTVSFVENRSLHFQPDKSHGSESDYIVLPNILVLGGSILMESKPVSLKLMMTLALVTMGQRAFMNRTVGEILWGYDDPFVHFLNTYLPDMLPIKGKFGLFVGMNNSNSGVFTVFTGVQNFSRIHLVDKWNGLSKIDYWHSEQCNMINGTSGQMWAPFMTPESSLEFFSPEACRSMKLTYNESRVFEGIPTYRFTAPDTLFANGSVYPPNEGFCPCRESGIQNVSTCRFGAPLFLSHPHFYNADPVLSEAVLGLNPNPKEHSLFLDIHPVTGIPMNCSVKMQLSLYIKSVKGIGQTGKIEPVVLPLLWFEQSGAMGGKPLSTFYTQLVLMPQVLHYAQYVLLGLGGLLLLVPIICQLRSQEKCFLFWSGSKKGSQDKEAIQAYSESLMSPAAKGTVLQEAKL
Ecoli viability: reduces bacterial viability in AddAB counter-screen; E. coli V3065 growth, OD600 absorbance, 18 h; inhibition, % at 11.9 µM; actives 0.27% (n = 330,000);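 active = inhibition above the campaign's mean inhibition across all tested compounds plus 3 SD, cut at about 9.9% in these data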;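 also: uninfected addAB+ strain grown without phage in ampicillin broth; 0% = DMSO wells and 100% = ciprofloxacin 0.95 µg/ml wells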
Tat export inh: blocks Tat-dependent protein export in E. coli | E. coli MC4100 TorA-mCherry Tat export, fluorescence | inhibition, % at 10 µM | actives 0.036% (n = 340,000);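 active = mean replicate inhibition at least 50% and at least half of replicates individually reaching 50%; inconclusive = only one of the two criteria met; inactive = neither criterion met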;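 also: exported cargo escapes ClpAP degradation while cytoplasmic cargo is degraded and loses fluorescence; 0% = median of neutral control wells and 100% = median of NaSCN control wells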
CAL PDZ FP-1: blocks peptide binding to human CAL PDZ domain. inhibition, % at 20 µM. actives 0.02% (n = 330,000). Q9HD26. AID 504414. purified CAL PDZ, TMR-peptide fluorescence polarization, 1 h;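 active = highest replicate inhibition of at least 40%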;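 also: plate controls were DMSO neutral control wells for no effect and unlabeled competitor peptide control wells for full effect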
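material = purified tagged CAL PDZ domain construct (CerCALP) | buffer or medium = sodium phosphate/NaCl buffer pH 7.4 with TCEP, IgG, Thesit | reagent = TMR-labelled reporter peptide T*-PRC34 bound in PDZ groove | incubation = 1 h room-temperature incubation prior to read | measured by = fluorescence polarization (mP) | evaluation = percent inhibition from loss of millipolarization | control set = unlabelled peptide and DMSO controls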
phage Ecoli inh: E. coli growth loss with phage present. actives 0.26% (n = 360,000). inhibition, % at 11.9 µM. growth absorbance; in the data active = inhibition above about 11%
CAL PDZ FP-2: CAL PDZ (human) peptide binding inhibition; inhibition, % at 24.9 µM; purified CAL PDZ, TMR-peptide fluorescence polarization, 1 h; Q9HD26; AID 602252; actives 0.92% (n = 300,000);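 active = mean inhibition of at least 30% with at least half of replicates also reaching 30%; inconclusive = no clear call, values can overlap the other calls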;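 also: 0% = DMSO neutral control and 100% = excess unlabeled competitor peptide PRC23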
SR-BI DiI-HDL act: SR-BI HDL lipid transfer activation | activation, % at 12.5 µM | actives 0.096% (n = 320,000) | CHO ldlA[mSR-BI] cells, DiI-HDL uptake fluorescence, 3 h; 100 = double the neutral-control signal;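 active = mean replicate activation of at least 60% and every replicate at or above 60%; inconclusive = mean or all-replicate condition met, but not both; inactive = mean below 60% and not all replicates reaching 60%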;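 also: 0% = median plate neutral-control signal and 100% = twice that signal; values of inactives mirror those of a sister screen read the other way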
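material = CHO ldlA[mSR-BI] cells | medium = Ham's F12 with 0.5% BSA, HEPES 25 mM, pH 7.4 | reagent = fluorescent DiI-HDL, 10 µg/mL final | compound dosing = single-point compound dose | incubation = 3 h, 37 °C | measured by = bottom-read fluorescence, 550/595 nm | measure = HDL uptake via cellular fluorescence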
MITF act: activators of MITF-driven TRPM1 promoter activity in SK-MEL-5 cells; activation, % at 12.5 µM; actives 0.75% (n = 300,000); SK-MEL-5 TRPM1-promoter luciferase, 24 h; % of positive control, neutral wells = 0;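 active = mean activation of at least 80% with every replicate also reaching 80%; inconclusive = mean reaches 80% but some replicate falls short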;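 also: 0% = neutral control wells and 100% = parthenolide positive control wells; values of inactives mirror those of a sister screen read the other way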
Numbers without * were called inactive; ? = inconclusive; . = not tested or not shown; & = joins results of further samples.

item	Compound	Wnt bcat act	AddAB inh	SR-BI HDL uptake	Ecoli viability	Tat export inh	CAL PDZ FP-1	phage Ecoli inh	CAL PDZ FP-2	SR-BI DiI-HDL act	MITF act
1	O=C(O)Cc1ccc(NC(=O)c2cnccn2)cc1	0	0.7	-10	1.1	-6	0.1	4.3	-1	10	8
2	CN(CC(=O)N1CCc2ccccc21)S(=O)(=O)c1cccs1	-2	4.0	0	1.2	4	-1.1	0.7	-4	0	?
3	COc1cc(-c2nnc(COc3ccc(Cl)cc3C)o2)cc(OC)c1OC	-5	1.3	28	2.1	0	-0.2	3.4	7	-28	2
4	CCOc1ccc(S(=O)(=O)N(CC)CC)cc1NS(=O)(=O)c1ccc(F)c(F)c1F	4	2.1	-5	3.8	-4	0.2	1.7	-3	5	-9
5	COc1cc(C=O)ccc1OCCOCCOc1ccccc1Cl	0	2.0	17	-1.1	-2	.	1.5	2	-17	6
6	Cc1ccc2c(C)c(C(=O)N3CCC(O)(c4ccccc4)CC3)oc2c1C	-3	4.2	4	3.3	7	-1.5	-1.6	-8	-4	.
7	CC(=O)c1cccc(NC(=O)CC2Oc3ccc(C)cc3NC2=O)c1 (centres undefined)	-5	4.7	17	0.3	3	-0.5	0.1	-4	-17	2
8	CCC(C(=O)NC1CCCC1)N(C(=O)c1snc(C(N)=O)c1N)c1ccc(OC)cc1 (centres undefined)	-4	3.6	-8	0.3	3	-0.2	0.8	-2	8	5
9	CC(=O)c1c(C)n(-c2ccc(Cl)cc2)c2ccc(O)cc12	-1	1.5	12	-1.0	-10	-3.0	1.8	2	-12	-5
10	COC(=O)[C@@H]1C[C@@]2(O)[C@@H](O)[C@@H](O)[C@@H](O)C[C@H]2N1CC1CCCCC1	1	0.2	-14	0.7	5	-1.2	2.2	1	14	-5

item	Compound	Wnt bcat act	AddAB inh	SR-BI HDL uptake	Ecoli viability	Tat export inh	CAL PDZ FP-1	phage Ecoli inh	CAL PDZ FP-2	SR-BI DiI-HDL act	MITF act
11	Cc1cccc2c3c([nH]c12)CCN(C)C3	2	-0.6	-17	-2.2	2	-1.2	1.3	-9	17	-1
12	Cc1csc(SCC(=O)NCCc2ccc(Cl)cc2Cl)n1	.	1.5	-35	-0.4	0	-2.4	2.1	-3	35	3
13	Cc1nc(S(=O)(=O)c2ccc(Cl)cc2)c(N(C)C)o1	0	2.2	-19	-3.3	3	-0.6	2.2	-6	19	-3
14	O=C(NCC1CCCN1S(=O)(=O)c1cccs1)C(=O)Nc1ccc(F)cc1 (centres undefined)	14	1.6	4	2.0	2	-2.9	-0.1	-3	-4	27
15	CCOC(=O)NN=C1c2ccccc2-c2ccccc21	-1	.	14	.	-2	-0.7	0.9	.	-14	-9
16	O=C(/C(=C/c1ccc(Cl)cc1)c1nc2ccccc2[nH]1)c1ccccc1	84*	-0.4	12	1.4	-8	-0.6	1.4	0	-12	-86
17	COc1cc(OC)c(-c2c3cc(O)c(=O)cc-3oc3cc(O)c(O)cc23)cc1OC	-5	12	16	4.2	-1	-4.1	10	-97	-16	-18
18	O=S(=O)(NCc1ccccn1)c1ccc(Cl)c(C(F)(F)F)c1	-1	-4.8	-27	2.4	-2	-0.6	2.2	.	27	7
19	Cn1c(=O)[nH]c2cc(Cl)cnc21	-2	1.5	.	-2.6	-2	-2.6	2.4	4	.	-1
20	COc1ccc(C2=Nn3c(nnc3-c3cc(C)[nH]n3)SC2)cc1	0	1.3	14	2.0	-3	-3.9	1.8	0	-14	1

item	Compound	Wnt bcat act	AddAB inh	SR-BI HDL uptake	Ecoli viability	Tat export inh	CAL PDZ FP-1	phage Ecoli inh	CAL PDZ FP-2	SR-BI DiI-HDL act	MITF act
21	O=C(CN1CCN(Cc2ccc3c(c2)OCO3)CC1)N1CCc2[nH]c3ccc(F)cc3c2C1	.	2.4	27	-0.8	-3	-0.2	2.6	0	-27	5
22	O=C(c1cc2cc(Cl)ccc2o1)N1CCCC1	14	5.7	.	1.6	-5	-2.6	1.1	1	.	46
23	CCn1cc(/C=N\NC(=O)C2(C)CC2(Cl)Cl)c(C)n1 (centres undefined)	.	2.2	-3	-2.2	-5	-0.7	3.0	-5	3	-10
24	C(C#CCCCCCCCCC[n+]1ccccc1)#CCCCCCCCCC[n+]1ccccc1	.	101*	-16&-14	102*	82*	-5.5&-5.3	.	-5&-6	16&14	-100&-90
25	O=C(Cn1c(CO)nc2ccccc21)Nc1cc(C(F)(F)F)ccc1N1CCOCC1	-5	-0.4	-35	1.4	-1	.	0.2	0	35	-1
26	CC(C)OCCCNC(=O)CNC(=O)c1cccs1	0	-1.4	-23	0.2	1	-3.5	2.4	-1	23	-17
27	COc1cc(NC(=S)NC(=O)c2ccccc2F)ccc1NC(=O)c1cccs1	4	2.1	83*	1.0	1	2.2	3.7	-3	-83	12
28	O=C(NC1CCCCNC1=O)c1ccc(Cl)cc1 (centres undefined)	0	2.4	-27	0.2	-15	-0.9	1.7	-7	27	.
29	CCC(C)NC(=O)c1c(F)c(F)c(F)c(F)c1F (centres undefined)	-1	5.1	-36	-1.3	-3	0.6	1.4	1	36	4
30	COc1ccc(/C=C/C(=O)Nc2cc(S(=O)(=O)N3CCCCC3)ccc2N2CCCCC2)cc1OC	4	1.7	35	0.8	-10	-2.4	1.0	-14	-35	2

Part of the list above in order of SMILES length, descending.
item	Compound	Wnt bcat act	AddAB inh	SR-BI HDL uptake	Ecoli viability	Tat export inh	CAL PDZ FP-1	phage Ecoli inh	CAL PDZ FP-2	SR-BI DiI-HDL act	MITF act
30	COc1ccc(/C=C/C(=O)Nc2cc(S(=O)(=O)N3CCCCC3)ccc2N2CCCCC2)cc1OC	4	1.7	35	0.8	-10	-2.4	1.0	-14	-35	2
27	COc1cc(NC(=S)NC(=O)c2ccccc2F)ccc1NC(=O)c1cccs1	4	2.1	83*	1.0	1	2.2	3.7	-3	-83	12
22	O=C(c1cc2cc(Cl)ccc2o1)N1CCCC1	14	5.7	.	1.6	-5	-2.6	1.1	1	.	46

Next section.
item	Compound	Wnt bcat act	AddAB inh	SR-BI HDL uptake	Ecoli viability	Tat export inh	CAL PDZ FP-1	phage Ecoli inh	CAL PDZ FP-2	SR-BI DiI-HDL act	MITF act
31	COc1ccc(C2C(C#N)=C(N)N(c3ccccc3C#N)C3=C2C(=O)CCC3)cc1CN1CCCC1 (centres undefined)	0	-0.3	3	1.5	-13	0.2	1.7	0	-3	6
32	O=C(NCCCN1CCOCC1)C(=O)N/N=C/c1ccccc1	.	1.7	-2	-1.4	-6	0.4	1.2	14	2	-10
33	COC(=O)C/C=C/N(Cc1ccccc1OC)S(=O)(=O)CCl	-2	1.5	-6	1.4	-2	-0.4	0.9	-3	6	-3
34	CCOc1ccc(-c2cc(NC(=O)c3c(F)cccc3F)c(C(=O)O)s2)cc1	0	.	-28	.	11	-0.8	1.9	-5	28	11
35	COc1ccc2cc(C(=O)C3CCCN(C(=O)c4snnc4C)C3)ccc2c1 (centres undefined)	-1	-3.2	.	-1.3	3	-4.3	-0.9	-4	.	-7
36	Cc1nn(Cc2c(Cl)cccc2Cl)c(C)c1NC(=O)CCCn1nc([N+](=O)[O-])c(Cl)c1C	-4	0.3	80*	-1.3	4	-0.5	3.4	.	-80	-1
37	CCCCN(CC)S(=O)(=O)c1ccc2c(c1)n(C)c(=O)c(=O)n2C	1	0.0	.	0.1	1	0.6	-2.4	-2	.	0
38	O=C1NC(c2ccccc2)=CC(c2ccccc2O)N1 (centres undefined)	2	0.9	-12	-1.6	-15	0.5	1.9	-6	12	-1
39	CN1CCC(N2CCN(c3cccc(C(F)(F)F)c3)CC2)CC1	.	-0.6	-14	-1.8	3	-0.7	1.7	-5	14	20
40	CN(C)/C=N/c1c(C#N)cnn1-c1ncnc2sc(-c3ccccc3)cc12	.	1.7	63	0.8	-1	-2.2	2.4	0	-63	16

Exported as labelled records: entries from further up
35) COc1ccc2cc(C(=O)C3CCCN(C(=O)c4snnc4C)C3)ccc2c1 (centres undefined)
  Wnt bcat act: -1
  AddAB inh: -3.2
  SR-BI HDL uptake: .
  Ecoli viability: -1.3
  Tat export inh: 3
  CAL PDZ FP-1: -4.3
  phage Ecoli inh: -0.9
  CAL PDZ FP-2: -4
  SR-BI DiI-HDL act: .
  MITF act: -7

36) Cc1nn(Cc2c(Cl)cccc2Cl)c(C)c1NC(=O)CCCn1nc([N+](=O)[O-])c(Cl)c1C
  Wnt bcat act: -4
  AddAB inh: 0.3
  SR-BI HDL uptake: 80*
  Ecoli viability: -1.3
  Tat export inh: 4
  CAL PDZ FP-1: -0.5
  phage Ecoli inh: 3.4
  CAL PDZ FP-2: .
  SR-BI DiI-HDL act: -80
  MITF act: -1

Some values from above.
cpd 33 in SR-BI DiI-HDL act is listed with 6
cpd 39 in SR-BI HDL uptake is listed with -14

Other records follow.
item	Compound	Wnt bcat act	AddAB inh	SR-BI HDL uptake	Ecoli viability	Tat export inh	CAL PDZ FP-1	phage Ecoli inh	CAL PDZ FP-2	SR-BI DiI-HDL act	MITF act
41	CC(C)(C)N(Cc1ccccc1)C(=O)COC(=O)CSc1ccc([N+](=O)[O-])cc1	4	-0.7	-7	-1.3	14	-0.2	0.7	-2	7	-7
42	Cc1ccc(N2C(=O)c3ccccc3NC2c2ccccc2O)cc1 (centres undefined)	29	0.5	-10	-0.3	4	-1.5	1.9	10	10	.
43	O=C(CS(=O)(=O)c1cn(CC(=O)N2CCCC2)c2ccccc12)Nc1ccccc1	3	0.3	2	-3.4	-4	-0.5	-1.3	2	-2	9
44	CC1CCN(S(=O)(=O)c2ccc(NC(=O)CN3CCCCCC3)cc2)CC1	0	1.7	-6	-0.6	-4	-1.6	1.6	0	6	-1
45	COc1ccc2ccccc2c1/C=N\NC(=O)c1ccc(C)s1	-1	.	46	.	-2	-2.5	0.5	-5	-46	-1
46	COc1cc(/C=C(\C#N)c2nc3ccccc3[nH]2)cc(Br)c1OCc1ccc(F)cc1	.	1.5	63	-1.2	8	-0.8	0.1	.	-63	1
47	O=C(Nc1ccnn1C1CCN(CCCc2ccccc2)CC1)c1cccc(F)c1	-1	-1.1	2	-0.8	-1	-0.6	0.9	-3	-2	-6
48	Cc1cccc(CN2C3=NCCCN3c3ccccc32)c1	-1	0.0	10	-1.3	4	-0.3	0.8	-2	-10	-4
49	COc1ccc(CN2CCNC(=O)C2CC(=O)NCCCC2CCCC2)c(F)c1 (centres undefined)	-2	-0.1	9	0.1	-3	-2.6	-0.1	-3	-9	2

This is a random part of the collection (roughly 3.6% active in at least one column).
